# DAX1 inh-1: NR0B1 (DAX1) inhibition | HEK293 Gal4-DAX1 luciferase reporter, luminescence | inhibition, % at 6.75 µM | 0.99% of 340,000 active | AID 504766;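 active = inhibition above the mean over all tested compounds plus 3 SD, cut at about 4.2% in these data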;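 also: 0% = DAX1-transfected cells with DMSO and 100% = empty-vector control cells with DMSO; inhibition shows as a rise in luminescence from relieved DAX1 repression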
# ADAM17 inh: inhibitors of human ADAM17. P78536. recombinant ADAM17, EDANS/DABCYL FRET peptide cleavage. inhibition, % at 6.95 µM. 0.83% of 370,000 active;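 active = inhibition above the mean of compounds lying between control limits plus 3 SD, set per campaign, cut at about 8.5% in these data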;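 also: 0% = DMSO-only wells as the low control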
# ADAM10 inh: inhibits human ADAM10; 0.62% of 370,000 active; inhibition, % at 7 µM; recombinant ADAM10, EDANS/DABCYL FRET peptide cleavage, 3 h; O14672; AID 720582;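 active = inhibition above a per-campaign cutoff equal to the mean of compounds falling between control-based bounds plus 3 SD, cut at about 20% in these data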;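 also: 0% = DMSO wells while the 100% control is not disclosed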
# Target sequence (O14672 214-748 limits assumed): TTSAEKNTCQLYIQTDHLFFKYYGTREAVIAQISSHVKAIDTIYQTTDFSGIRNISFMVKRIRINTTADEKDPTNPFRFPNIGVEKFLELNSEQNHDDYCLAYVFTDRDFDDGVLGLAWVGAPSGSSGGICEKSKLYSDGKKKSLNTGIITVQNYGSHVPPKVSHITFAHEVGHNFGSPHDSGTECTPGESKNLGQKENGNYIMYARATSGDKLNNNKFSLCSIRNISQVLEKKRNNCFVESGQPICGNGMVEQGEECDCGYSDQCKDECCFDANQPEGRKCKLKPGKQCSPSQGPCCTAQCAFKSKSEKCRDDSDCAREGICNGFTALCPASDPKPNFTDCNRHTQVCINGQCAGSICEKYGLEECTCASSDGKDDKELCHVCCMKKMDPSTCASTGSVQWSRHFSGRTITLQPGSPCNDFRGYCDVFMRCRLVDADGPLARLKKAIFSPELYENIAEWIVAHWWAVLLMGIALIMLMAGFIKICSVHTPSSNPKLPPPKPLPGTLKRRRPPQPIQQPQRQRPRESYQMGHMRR
# ssDAF-12 act: activators of S. stercoralis DAF-12 nuclear receptor; HEK293 ssDAF-12/GRIP1 lit1-tk-luc reporter, luminescence; % of 3 µM dafachronic acid response; activation, % at 6.8 µM; 1% of 370,000 active;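 active = activation above the mean over all tested compounds plus 3 SD, cut at about 0.9% in these data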;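 also: 0% = DMSO-only wells and 100% = 3 µM delta7-dafachronic acid wells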
# PLC-gamma1 inh: PLC-gamma1 (human) inhibition, primary screen. P19174. purified PLC-gamma1, fluorogenic substrate, fluorescence. inhibition, % at 12.2 µM. 0.84% of 370,000 active. AID 720700; in the data active = inhibition above about 9.5%
# DAX1 inh-2: DAX1 (NR0B1) inhibition, primary screen; 1.1% of 370,000 active; AID 652010; inhibition, % at 6.8 µM; HEK293T StAR-luciferase reporter, SF-1/DAX-1 repression relief;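 active = inhibition above the mean over all tested compounds plus 3 SD, cut at about 3.6% in these data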;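 also: 0% = DAX-1 cells with DMSO and 100% = cells lacking DAX-1 with DMSO; higher inhibition means more luminescence from relief of DAX-1 repression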
# hgDAF-12 ag: hgDAF-12 agonism, primary luciferase screen; HEK293 GAL4-hgDAF12 UAS-luciferase reporter, agonist luminescence; normalized to butyrate control; activation, % at 6.8 µM; 1.8% of 370,000 active; AID 687014;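 active = activation above a cutoff set at the mean of all screened compounds plus 3 SD, cut at about 10% in these data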;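 also: 0% = DMSO wells and 100% = sodium butyrate wells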
# HGIII-sPLA2 inh: Inhibits HGIII-sPLA2 liposome hydrolysis, primary screen; QFRET BODIPY PC-A2 liposome hydrolysis, fluorescence; inhibition, % at 12.2 µM; 0.56% of 370,000 active; Q9NZ20;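 active = inhibition above mean plus 3 SD of compounds lying within the high and low control bounds, cut at about 19% in these data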;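 also: 0% = median of test compound wells and 100% = no enzyme DMSO wells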
# Target sequence (Q9NZ20 whole entry, looked up): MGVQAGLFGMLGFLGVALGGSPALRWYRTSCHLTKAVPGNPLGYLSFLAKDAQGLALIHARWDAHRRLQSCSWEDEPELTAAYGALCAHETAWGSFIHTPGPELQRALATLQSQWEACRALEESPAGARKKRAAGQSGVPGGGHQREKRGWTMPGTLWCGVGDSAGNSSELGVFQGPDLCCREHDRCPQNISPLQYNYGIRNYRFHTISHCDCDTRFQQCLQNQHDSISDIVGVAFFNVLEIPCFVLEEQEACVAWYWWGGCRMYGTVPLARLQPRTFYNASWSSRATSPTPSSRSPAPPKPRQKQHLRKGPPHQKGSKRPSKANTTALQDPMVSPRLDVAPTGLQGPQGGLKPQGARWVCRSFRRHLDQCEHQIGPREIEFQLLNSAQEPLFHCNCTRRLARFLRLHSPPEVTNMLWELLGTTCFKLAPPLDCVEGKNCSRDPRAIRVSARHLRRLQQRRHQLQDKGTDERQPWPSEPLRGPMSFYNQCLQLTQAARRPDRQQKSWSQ
# hcDAF12 agonist: H. contortus DAF-12 activation, primary screen. activation, % at 6.8 µM. HEK293 hcDAF-12 lit1-tk-luc reporter, luminescence; 0% DMSO, 100% Δ7-dafachronic acid. 1.4% of 370,000 active;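 active = activation above the mean of all tested compounds plus 3 SD, cut at about 5.5% in these data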;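 also: 100% = response to 3 µM Δ7-dafachronic acid high control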
# FXN GAA850 act: activators of GAA850 frataxin (FXN) promoter; HEK293 lucGAA850 FXN promoter luciferase reporter, 24 h; percent of 10 µM SAHA response; activation, % at 6 µM; 0.56% of 360,000 active; AID 540364;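 active = activation above the average of all compounds screened plus 3 SD, cutoff fixed separately per campaign, cut at about 7.5% in these data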;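 also: 0% = DMSO wells and 100% = 10 µM SAHA wells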
# PLC-beta3 inh: inhibitors of human phospholipase C beta3; Purified PLC-beta3, fluorogenic substrate, fluorescence; inhibition, % at 12.2 µM; 0.18% of 370,000 active; AID 720704; in the data active = inhibition above about 11%;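 also: 0% = median of compound wells on plate and 100% = full blocker control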
# * = called active by the depositor; i = inactive; / = no result given.
SMILES,DAX1 inh-1,ADAM17 inh,ADAM10 inh,ssDAF-12 act,PLC-gamma1 inh,DAX1 inh-2,hgDAF-12 ag,HGIII-sPLA2 inh,hcDAF12 agonist,FXN GAA850 act,PLC-beta3 inh
Cc1cc(C)n2nc(SCC(=O)NC(=O)NCc3ccco3)nc2n1,0.8,-1,-6,-0.8,3,0.1,-0.3,0,0.9,1.8,3
Cc1nn2c(-c3ccc(F)cc3)ccnc2c1Br,1.4,0,-6,-0.7,-21,0.1,-0.6,1,-1.5,3.8,-37
Cc1cc(F)ccc1NC(=O)CCCN(C)S(=O)(=O)c1ccc(F)cc1,0.3,0,3,-1.1,2,0.1,-1.6,-1,0.4,-1.5,0
Cc1cc(C)n(-c2nnc(NCc3ccc(Cl)cc3)nn2)n1,1.9,2,-2,-1.0,-1,0.1,-3.8,6,-2.5,1.5,0
O=C(N=C1N(Cc2ccccc2)C[C@]2(C=C3CCCCC3n3c(=O)n(-c4ccccc4)c(=O)n32)N1C(=O)OCc1ccccc1)c1ccccc1 (stereo partly specified),/,-5,-8,-0.9,-1,0.6,-0.2,7,-2.0,/,2
CN1CCN(c2nc3c(c(=O)n(C)c(=O)n3C)n2Cc2ccc(F)cc2)CC1,-1.1,-8,-3,-0.8,-3,0.1,-0.2,12,-1.8,0.2,-8
O=C(NCC1COc2ccccc2O1)C1C2C=CC3(CN(Cc4cccs4)C(=O)C13)O2 (stereo unspecified),-2.0,-1,6,-1.3,1,0.2,1.7,7,-2.0,-1.2,3
Cc1[nH]c2ccccc2c1C(=O)COC(=O)c1c(-c2ccccc2Cl)noc1C,-1.2,9.5*,20,-1.9,-2,-0.5,-0.5,-21,-2.1,0.9,0
COc1cc(S(=O)(=O)N2CCOCC2)cc(C(=O)OCC(=O)NCc2ccco2)c1OC,-0.7,-2,-10,-1.3,1,1.8,0.8,-4,-1.8,1.0,-1
CCN(CC)CCN1C(=O)C(=O)/C(=C(/O)c2ccc(S(=O)(=O)N3CCOCC3)cc2)C1c1ccccc1 (stereo unspecified),1.6,0,4,-0.8,3,0.7,0.8,-2,-0.5,0.2,-3
COc1cccc(/C=N/Nc2ccc(S(=O)(=O)Nc3ccccc3C(=O)O)cc2[N+](=O)[O-])c1O,-0.7,6,13,-1.6,8,0.5,1.9,-56,-0.8,-0.2,2
COc1cccc(/C=N/NC(=O)CN(CCc2ccccc2)S(=O)(=O)c2ccc(NC(C)=O)cc2)c1,-1.4,11*,4,0.3,0,-0.4,-1.2,-16,-1.8,1.0,-3
Cc1ccc(-n2c(N)c(C(=O)NCc3ccco3)sc2=S)cc1,0.2,3,7,-1.1,8,-0.5,3.9,2,-1.6,2.7,8
CNC(=S)Nc1cccc(Cl)c1C,1.7,-1,-9,0.2,2,-0.4,-1.3,5,0.8,1.6,3
Cc1cccc(NC(=O)N2CCCCCC2)c1,1.8,-1,3,-1.0,2,0.9,9.2,2,0.3,0.0,-8
COc1ccc(OC)c(CC(NC(C)=O)C(=O)NC2CCN(S(=O)(=O)c3ccc(NC(C)=O)cc3)CC2)c1 (stereo unspecified),1.1,-6,-17,-0.3,1,0.3,1.9,10,-1.5,-1.2,0
O=C(O)c1ccc(Nc2nc3ccc(Cl)cc3[nH]2)cc1,0.5,1,1,-0.7,-2,-0.3,3.1,1,-0.1,2.4,0
Cc1ccc(NC(=S)N2CCN(c3ccccn3)CC2)c(C)c1,-0.3,1,3,-0.7,3,-0.2,3.4,5,-1.2,1.8,1
O=[N+]([O-])c1ccc(Sc2nccn2Cc2ccccc2)cc1,2.1,1,4,-2.4,4,-0.1,-1.4,-6,-3.3,-0.7,5
COc1ccc(-c2nn(-c3ccccc3)cc2/C=N/O)cc1OC,-1.3,2,10,-0.8,-2,0.1,-2.4,-12,-0.8,0.7,-3
COc1cc(NC(=O)c2ccc(F)cc2)c(OC)cc1NC(=O)CN1CCOCC1,-1.2,-1,-7,-1.6,-3,-0.4,1.5,-2,-2.1,1.8,-4
COC(=O)c1sccc1NC(=O)CN(C)NS(=O)(=O)c1ccc(F)cc1,-0.2,7,10,-1.2,12*,-0.5,0.6,5,-1.2,2.5,4
CCCS(=O)(=O)N1CCN=C1SCc1cccnc1,-0.8,1,-2,-1.6,3,-0.1,-0.7,-2,0.3,3.6,5
Cc1nn(CCC(=O)NNC(=S)Nc2cccc(Cl)c2)c(C)c1[N+](=O)[O-],0.0,1,8,-1.1,-2,0.1,-2.8,15,-0.6,-0.8,-4
O=C(O)c1cc([N+](=O)[O-])ccc1NCc1cccnc1,-0.4,-3,8,-1.6,1,0.2,-2.2,0,-0.7,3.0,-10

# Record cards, as listed above. Order of values: DAX1 inh-1	ADAM17 inh	ADAM10 inh	ssDAF-12 act	PLC-gamma1 inh	DAX1 inh-2	hgDAF-12 ag	HGIII-sPLA2 inh	hcDAF12 agonist	FXN GAA850 act	PLC-beta3 inh
# O=C(N=C1N(Cc2ccccc2)C[C@]2(C=C3CCCCC3n3c(=O)n(-c4ccccc4)c(=O)n32)N1C(=O)OCc1ccccc1)c1ccccc1 (stereo partly specified) in the list: /	-5	-8	-0.9	-1	0.6	-0.2	7	-2.0	/	2
# Cc1cc(F)ccc1NC(=O)CCCN(C)S(=O)(=O)c1ccc(F)cc1 in the list: 0.3	0	3	-1.1	2	0.1	-1.6	-1	0.4	-1.5	0
# CN1CCN(c2nc3c(c(=O)n(C)c(=O)n3C)n2Cc2ccc(F)cc2)CC1 in the list: -1.1	-8	-3	-0.8	-3	0.1	-0.2	12	-1.8	0.2	-8

# New compounds follow:
SMILES,DAX1 inh-1,ADAM17 inh,ADAM10 inh,ssDAF-12 act,PLC-gamma1 inh,DAX1 inh-2,hgDAF-12 ag,HGIII-sPLA2 inh,hcDAF12 agonist,FXN GAA850 act,PLC-beta3 inh
CCC(C)[C@H](N)C(=O)N[C@H]1CCC2C3CC=C4C[C@@H](O)CC[C@]4(C)C3CC[C@@]21C (stereo partly specified),0.1,-5,-5,-0.8,1,-0.9,-0.7,2,-0.1,-1.2,1
CCOc1ccc(C(=O)NCC(=O)N2CCCCCCC2)cc1OCC,1.0,0,-20,0.3,1,-0.6,1.8,9,1.5,1.4,0
CC(=O)c1nnn(-c2ccccc2C#N)c1C,0.9,-2,-4,-1.8,-5,-0.2,-1.8,0,-0.2,1.7,0
COc1ccc(/C(C)=N/NC2=NCCN2)cc1Cl,0.4,-7,1,-1.6,-3,-0.3,4.3,10,-0.1,-0.1,-6
Cc1cc(C)n2nnnc2c1C#N,0.3,-1,2,-0.5,5,1.2,0.3,2,-1.1,2.2,5
Cc1nnc(NC(=O)C23CC4CC(C)(CC(C)(C4)C2)C3)s1,-0.5,-2,-2,-1.1,-3,0.1,-0.7,0,-0.3,-0.1,-4
O=C(c1cccc(F)c1)N1CCN(c2cc(N3CCCCC3)c(F)cc2[N+](=O)[O-])CC1,-0.1,-5,-3,-1.1,2,-0.9,2.4,8,0.9,-0.9,-3
Cc1nnsc1C(=O)Nc1ccc(S(=O)(=O)N2CCCCC2C)cc1 (stereo unspecified),-0.3,1,0,-1.2,1,-1.7,-2.6,-20,-2.5,0.0,-5
CCOC(=O)C1=C(C)NC(C)=C(C(=O)OCC)C1C,-0.6,-31,-97,-1.6,-86,-0.9,-1.1,12,-2.0,-0.5,-98
CCc1nnc(SCc2cn3c(C)cc(C)nc3n2)n1N,0.1,-70,-198,-1.4,-62,0.1,0.3,3,-0.6,4.9,-73
COc1ccc(N(C(C)C(=O)NN=C2CCCCCCC2)S(C)(=O)=O)cc1 (stereo unspecified),-2.1,0,6,-1.2,0,-0.4,-1.1,-3,-1.2,0.5,0
COC(=O)c1cc(-c2c(-c3cc(OC)c(OC)c(OC)c3)noc2C)cc([N+](=O)[O-])c1,-1.5,4,9,-1.6,5,-0.5,0.1,1,-2.3,-1.6,4
Cc1ccc(-c2nc3cc(N)ccc3o2)cc1Br,3.4,-23,-55,-0.1,i,1.2,15*,-13,6.7*,2.1,i
Cc1ccc([C@H]2C(C(=O)O)=CC[C@@H](c3cccc(Cl)c3)N2S(=O)(=O)c2ccc(C)cc2)cc1,-0.2,-4,-8,-0.8,1,1.8,0.9,-9,0.4,0.1,1
Cc1cc(C=O)c(C)n1-c1ccc(Cl)c(C(=O)O)c1,/,-2,2,-0.2,-1,0.3,-3.9,2,0.5,0.7,-6
CC(C)CC(=O)NC(=S)Nc1ccc(NC(=O)c2ccco2)cc1,-1.1,6,7,-0.5,2,0.1,-0.7,5,-4.4,1.6,4
Cc1ccc(NCC(=O)N/N=C\c2ccc[nH]2)cc1,/,-5,-2,-1.4,-1,0.2,-1.9,9,0.5,-1.2,-11
CCOc1ccc(CCN2C(=S)N([C@@H](Cc3ccc(O)cc3)CN3CCC[C@@H]3CN3C(=S)NC[C@@H]3Cc3ccccc3)C[C@@H]2CC(C)C)cc1,/,1,0,-0.9,-1,-2.1,3.2,-11,-0.1,/,6
COc1cccc(/C=N/NC(=O)CCn2nnc3ccccc32)c1,1.2,-4,-6,-2.1,-2,-0.7,1.0,1,-1.5,1.3,2
CCO[C@@H]1OC(C(=O)Nc2ccccc2)=C[C@H](c2ccc(Br)cc2)[C@H]1CCCO,-0.5,3,11,-1.2,0,0.0,-1.0,-23,-2.0,1.3,2
COc1ccc([C@H]2N[C@]3(CCCN(Cc4ccc(F)cc4)C3=O)[C@H]3C(=O)N(Cc4ccccc4)C(=O)[C@@H]23)cc1,0.3,-2,-1,-0.7,4,-0.7,1.1,-12,-1.7,-8.5,5
O=C(NCc1cccs1)c1ccc(Br)o1,0.1,1,3,-0.3,1,0.4,0.9,2,-0.6,1.3,0
Cc1cc(C)cc(OCC(=O)Nc2nc(-c3cccnc3)cs2)c1,-0.2,-4,-3,-0.4,-4,2.4,2.1,5,3.2,1.7,-11
CN(C)C(=O)c1cccc(-c2cc(NC=O)c3ncc(-c4ccc(F)cc4)n3c2)c1,/,-12,-41,-1.7,-34,-1.0,-2.7,1,-2.3,0.6,-45
O=C(NCCCN1CCOCC1)c1ccc2c(=O)n(Cc3ccc(Cl)cc3)c(=S)[nH]c2c1,0.0,-3,-10,-0.7,-10,-0.5,0.1,13,0.8,-1.7,-19
COc1ccccc1C1c2[nH]c3ccccc3c2C[C@H]2C(=O)N(C3CCN(Cc4ccccc4)CC3)CC(=O)N12 (stereo partly specified),0.0,5,9,-0.2,0,-0.3,1.6,-16,3.4,0.6,-3
CCOC(=O)C(C)Oc1cccc2c(=O)n(CC(=O)NCc3ccc(F)cc3)ccc12 (stereo unspecified),-1.7,-5,-11,-1.8,2,-2.0,4.8,2,-0.3,-1.5,-8
c1ccc(C[C@H]2CN=C(Nc3ccccc3)N2CCC2CCCC2)cc1,0.6,5,1,-1.3,10*,-0.8,2.7,10,-0.7,-4.6,8

# Source: PubChem BioAssay

# Compounds were not picked by outcome, and some 6.9% of all compounds hit somewhere here.
